hERG protect = hERG (human) protection from proarrhythmic block. Q12809. CHO-hERG, FluxOR thallium flux, dofetilide IC70 present. activation (rescue from dofetilide block), less the hit threshold, % at 10 µM. hit rate 0.51% among 310,000;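 active = activation above the mean of controls blocked by dofetilide plus 5 SD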;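 note: thallium influx through hERG after potassium depolarization seen as dye fluorescence rise; in these data hits start at about 4.7%; inactives centre near -7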
RGS4 pot = RGS4 potentiation or activation; HEK293 M3R/inducible RGS4, carbachol calcium flux Fluo4; active compounds read low; B-score at 10 µM; hit rate 0.92% among 310,000;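 active = B-score of the integrated calcium signal more than 4 SD below the library mean, with starting fluorescence not abnormally high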;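 note: negative B-score means reduced calcium response which marks RGS4 activation or potentiation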
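System – HEK293 FlpIn-TREx cells, stable M3R, doxycycline-inducible RGS4 · Reagent – ECmax carbachol challenge · Times – compound preincubation 20 min at room temperature before agonist · Technique – Fluo4 fluorescence kinetic imaging of calcium · Measure – B score of integrated Fluo4 ratio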
MrgX1 ag = human MrgX1 receptor agonism, primary screen. B-score at 10 µM. Q96LB2. hit rate 0.44% among 310,000. MrgX1-HEK293 cells, Fluo-4 calcium fluorescence, agonist mode; active compounds read high;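 active = calcium response B-score plate-corrected fluorescence ratio at least 3 library SD, with starting fluorescence B-score inside 5 SD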
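Material – MrgX1-expressing HEK293 cells · Input – 15,000 cells seeded per well · Dosing – compound as first of three additions · Times – overnight seeding, then 1 h dark dye loading · Measured by – kinetic Fluo-4 NW fluorescence of intracellular calcium · Read-out – B-scored fluorescence response ratio · Benchmarks – positive and negative control wells on each plate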
KCNK9 inh = inhibitors of human KCNK9 two-pore domain potassium channel; Q9NPC2; HEK293 KCNK9, FluxOR thallium flux fluorescence; active compounds read low; B-score at 10 µM; hit rate 1.2% among 310,000;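 active = ratio B-score over 3 SD below the library mean, with starting fluorescence within 5 SD of its mean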;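 note: negative B-score means less thallium flux so channel inhibition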
Target sequence (Q9NPC2 whole entry, looked up, the tested form may be a part): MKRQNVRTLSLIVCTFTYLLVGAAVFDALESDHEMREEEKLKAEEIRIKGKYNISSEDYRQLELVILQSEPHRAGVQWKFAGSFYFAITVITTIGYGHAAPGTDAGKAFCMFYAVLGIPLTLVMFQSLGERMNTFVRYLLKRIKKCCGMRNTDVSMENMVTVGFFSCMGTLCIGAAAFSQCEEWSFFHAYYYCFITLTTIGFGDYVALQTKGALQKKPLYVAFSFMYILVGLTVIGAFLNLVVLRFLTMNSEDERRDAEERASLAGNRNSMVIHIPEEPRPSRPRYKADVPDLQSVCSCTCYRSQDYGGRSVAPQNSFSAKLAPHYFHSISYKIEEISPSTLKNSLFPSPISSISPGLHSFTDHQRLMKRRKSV
KCNK3 inh = human KCNK3 channel inhibition, primary screen; O14649; CHO-KCNK3 thallium flux, FluxOR fluorescence; active compounds read low; B-score at 10 µM; hit rate 0.84% among 340,000; AID 602410;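 active = B-score under library mean minus 4 SD, starting fluorescence ratio at most library mean plus 5 SD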;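 note: more negative B-score means stronger inhibition of thallium flux through KCNK3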
Target sequence (O14649 whole entry, looked up): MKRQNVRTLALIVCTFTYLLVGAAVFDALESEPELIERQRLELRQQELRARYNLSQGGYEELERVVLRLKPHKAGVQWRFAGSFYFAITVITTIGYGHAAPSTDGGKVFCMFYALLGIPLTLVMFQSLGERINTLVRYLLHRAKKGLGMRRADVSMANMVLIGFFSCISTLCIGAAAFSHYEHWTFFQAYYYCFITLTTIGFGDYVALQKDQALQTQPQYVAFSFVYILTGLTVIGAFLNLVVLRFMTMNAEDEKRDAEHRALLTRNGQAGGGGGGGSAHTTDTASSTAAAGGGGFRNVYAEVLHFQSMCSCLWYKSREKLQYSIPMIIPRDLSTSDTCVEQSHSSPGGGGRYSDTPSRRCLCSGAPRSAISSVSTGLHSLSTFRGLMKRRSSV
TMEM16A inh = inhibitors of mouse TMEM16A calcium-activated chloride channel | AID 588511 | hit rate 1.2% among 310,000 | normalized B-score (activity score, 25-100; higher = stronger inhibition) at 10 µM | HEK293 TMEM16A/YFP iodide influx fluorescence, ionomycin | Q8BHY3;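 active = ratio plate-corrected score three or more library SD toward inhibition, starting fluorescence score within five deviations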;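 note: score derived from kinetic fluorescence span divided by baseline fluorescence per well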
MrgX1 PAM = human MrgX1 positive allosteric modulation, primary screen | Q96LB2 | MrgX1-HEK293, Fluo-4 calcium flux, FDSS; active compounds read high | B-score at 10 µM | hit rate 0.63% among 310,000;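 active = plate-corrected calcium response at least 3 library SD above typical, normal starting fluorescence, not activating the receptor alone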;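 note: compound read alongside a low EC10 to EC30 dose of BAM8-22 agonist; peak minus trough fluorescence over baseline measured at the second addition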
ANO1 activ = activators or potentiators of mouse TMEM16A chloride channel; HEK293 TMEM16A/YFP-H148Q/I152L, iodide quench fluorescence; active compounds read low; hit rate 0.3% among 340,000; B-score at 10 µM; Q8BHY3;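 active = fluorescence-ratio B-score plate-corrected deviation score at least 3 library SD below zero, with starting fluorescence score within 5 deviations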;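 note: channel opened by trigger with iodide after compound preincubation; score built on the fluorescence ratio of max minus min over baseline; more negative score means more quench and so TMEM16A activation or potentiation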
KCNQ1 pot = human KCNQ1 channel potentiation or activation. P51787. CHO-K1 KCNQ1, thallium flux FluxOR fluorescence; active compounds read high. B-score at 10 µM. hit rate 0.35% among 310,000;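 active = fluorescence ratio B-score, a plate-corrected score, at least three library SD, with initial intensity B-score within 5 SD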
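Assay system: stable KCNQ1 CHO-K1 line; medium: assay buffer, equal DMSO in all wells; timing: 90 min dye loading and 20 min compound exposure, both at room temperature; technique: kinetic FluxOR thallium fluorescence, 10-s 1-Hz baseline, 110-s post-stimulus read; read-out basis: B score of baseline-normalized fluorescence ratio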
KCNQ1 block = inhibitors of human KCNQ1 potassium channel; P51787; CHO-K1 KCNQ1, FluxOR thallium flux fluorescence; active compounds read high; B-score at 10 µM; hit rate 1.3% among 310,000;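 active = compounds whose thallium flux B-score, printed positive for inhibition, exceeds three library SD while starting fluorescence stays within three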;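 note: channel opened by potassium depolarization with thallium stimulus after 20 min compound exposure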
RGS4 block = inhibitors of human RGS4. P49798. HEK293 M3R/RGS4 inducible, Fluo-4 calcium flux; active compounds read high; triggered by carbachol at its EC20. B-score at 10 µM. hit rate 0.45% among 310,000;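 active = B-score, a plate-corrected calcium signal, over three deviations above library mean, with baseline fluorescence within five deviations of library mean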;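 note: RGS4 expression induced by doxycycline in cells with stable M3 receptor; B-score is computed from the integrated fluorescence ratio over baseline after carbachol; higher B-score means a larger calcium signal and so more RGS4 inhibition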
Target sequence (P49798 whole entry, looked up): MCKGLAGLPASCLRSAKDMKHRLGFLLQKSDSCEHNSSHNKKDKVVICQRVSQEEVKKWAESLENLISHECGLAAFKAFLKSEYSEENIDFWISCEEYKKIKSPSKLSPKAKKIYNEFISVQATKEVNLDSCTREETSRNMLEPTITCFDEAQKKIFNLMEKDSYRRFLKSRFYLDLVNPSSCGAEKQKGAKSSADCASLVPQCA
The depositor's hits bear a star; i = inactive; / = no result given.

SMILES	hERG protect	RGS4 pot	MrgX1 ag	KCNK9 inh	KCNK3 inh	TMEM16A inh	MrgX1 PAM	ANO1 activ	KCNQ1 pot	KCNQ1 block	RGS4 block
COc1ccc(Cc2nc(-c3ccc(Cl)cc3)no2)cc1	-7.8	i	i	i	i	i	i	i	i	i	i
CCOP(=O)(OCC)c1nc(-c2ccc(Cl)cc2Cl)oc1N1CCOCC1	-21.5	i	i	i	i	i	i	i	i	i	i
COc1cc(C(=O)O)cc(Br)c1OC1CCCC1	0.3	i	i	i	i	i	i	i	i	i	i
Cc1ccc(SCC(=O)Nc2ccc(S(=O)(=O)Nc3nccs3)cc2)cc1	-12.1	i	i	i	i	i	i	i	i	i	i
CCN1CC(CN(C)Cc2nc(COc3ccccc3)no2)CC1=O (configuration not stated)	-5.5	i	i	i	i	i	i	i	i	i	i
Cc1ccc(S(=O)(=O)N2CCN(Cc3ccccc3)CC2)cc1	-2.9	i	i	i	i	i	i	i	i	i	i
COC(=O)COc1cccc2c(=O)n(CC(=O)NCc3ccc(F)cc3)ccc12	-10.7	i	i	i	i	i	i	i	i	i	i
NC(=O)c1cccc(S(=O)(=O)N2CCCCC2)c1	-11.3	i	i	i	i	i	i	i	i	i	i
Cc1nn(C(C)C(=O)N2CCc3ccccc3C2)c(=O)c2cc3occc3n12 (configuration not stated)	-11.4	i	i	i	i	i	i	i	i	i	i
CN(C)S(=O)(=O)Oc1ccsc1C(=O)Nc1ccc(C(F)(F)F)cc1	-10.3	i	i	i	i	i	i	i	i	i	i
COc1ccccc1NC(=O)c1cccnc1	-1.6	i	i	i	i	i	i	i	i	i	i
Cc1ccc(C(C(=O)NC2CCCCC2)N(Cc2ccccc2)C(=O)Cc2c[nH]c3ccccc23)o1 (configuration not stated)	-14.4	i	i	i	i	i	i	i	i	i	i
CC(C)N(CCc1ccncc1)C(=O)Nc1ccc(Cl)c(Cl)c1	-11.4	i	i	i	i	i	i	i	i	i	i
Cc1cccc(C(=O)NC2CCN(S(=O)(=O)c3ccccc3F)CC2)c1	-7.5	i	i	i	i	i	i	i	i	i	i
CCN(CC(=O)Nc1ccc(OC)c(OC)c1)CC(=O)Nc1ccccc1C(F)(F)F	-8.5	i	i	i	i	i	i	i	i	i	i
COc1ccc(OC)c(NC(=O)c2ccc3c(c2)OCO3)c1	-4.2	i	i	i	i	i	i	i	i	i	i
Cc1cc2c(N=O)c(NO)ccc2[nH]1	-4.2	i	i	i	i	i	i	i	i	i	i
Cc1ccccc1C(=O)Nc1ccc(Br)c(C)n1	-8.7	i	i	i	i	i	i	i	i	i	i
COCC(C)NC(=O)CCS(=O)(=O)c1nc(-c2ccc(OC)cc2)cc(C(F)(F)F)n1 (configuration not stated)	-4.4	i	i	i	i	i	i	i	i	i	i
CCCc1nnc(SCC(=O)N2CCCC(C)C2)n1CCOC (configuration not stated)	-16.2	i	i	i	i	i	i	i	i	i	i
CCOC(=O)/C(C#N)=C/Nc1ccccc1NS(=O)(=O)c1cccc(C(C)=O)c1	-1.6	i	i	i	i	i	i	i	i	i	i
CCCCCOC(=O)C1C(c2ccccc2)C(C(=O)O)C1c1ccccc1 (configuration not stated)	-11.8	i	i	i	i	25*	i	i	i	i	i
CC(C)N1CCC2(CC1)N=C(c1ccc3c(c1)OCO3)CC(c1cc(Cl)ccc1O)N2 (configuration not stated)	-12.7	i	i	i	i	i	i	i	i	10*	i
CCCCN(C(=O)CCC(=O)Nc1cc(C)on1)C(C(=O)NC(C)(C)CC)c1cccc(OC)c1OC (configuration not stated)	-11.6	i	i	i	i	i	i	i	i	i	i
CCOc1ccc(NC(=S)N2CCC(NC(=O)C3CCCCC3)CC2)cc1	-10.2	i	i	i	i	i	i	i	i	i	i

Brought forward from above: two entries, then new ones.
SMILES	hERG protect	RGS4 pot	MrgX1 ag	KCNK9 inh	KCNK3 inh	TMEM16A inh	MrgX1 PAM	ANO1 activ	KCNQ1 pot	KCNQ1 block	RGS4 block
CCCCN(C(=O)CCC(=O)Nc1cc(C)on1)C(C(=O)NC(C)(C)CC)c1cccc(OC)c1OC (configuration not stated)	-11.6	i	i	i	i	i	i	i	i	i	i
CCOc1ccc(NC(=S)N2CCC(NC(=O)C3CCCCC3)CC2)cc1	-10.2	i	i	i	i	i	i	i	i	i	i
COc1ccccc1C(c1nnnn1CCc1ccccc1)N1CCN(c2ccccc2)CC1 (configuration not stated)	-1.8	i	i	i	i	i	i	i	i	i	i
O=C(Cn1c(NCCCO)nc2ccccc21)c1cccc(Br)c1	-13.6	i	i	i	i	i	i	i	i	i	i
O=C(Nc1nnc(-c2cccnc2)s1)c1cccs1	-3.8	i	i	i	i	i	i	i	i	i	i
Cn1c(CSCCOc2ccccc2)n[nH]c1=S	-2.8	i	i	i	i	i	i	i	i	i	i
O=C(NC1CC1)C1CCN(C2CCN(C(=O)CCOc3ccccc3)CC2)CC1	-9.9	i	i	i	i	i	i	i	i	i	i
CCOC(=O)C1(Cc2cccc(Cl)c2)CCCN(C(=O)c2cc(C(C)C)nn2C)C1 (configuration not stated)	-11.8	i	i	i	i	i	i	i	i	i	i
COc1ccc(CNC(=O)CN(c2ccc(C)cc2)S(=O)(=O)c2c(C)noc2C)cc1	-3.6	i	i	i	i	i	i	i	i	i	i
CCc1ccc(OCCNC(=O)c2ccccc2SCc2ccc(F)cc2)cc1	-12.4	i	i	i	i	i	i	i	i	i	i
CCN1CCN(CC(O)COCC2COc3ccccc3O2)CC1 (configuration not stated)	-5.2	i	i	i	i	i	i	i	i	i	i
NC(=O)CC(NC(=O)c1ccccc1)c1ccc(N2CCCCCC2)c([N+](=O)[O-])c1 (configuration not stated)	-9.0	i	i	i	i	i	i	i	i	i	i
Cc1cn(CC(=O)c2ccccc2)c2ccccc12	-7.4	i	i	i	i	i	i	i	i	i	i
CC(=O)CC(=O)Nc1ccccc1NC(C)=O	-1.9	i	i	i	i	i	i	i	i	i	i
C=CCn1c(SCC(=O)NC2CCCCC2)nnc1-c1ccccn1	-14.3	i	i	i	i	i	i	i	i	i	i
CCCCCN(C(=O)CCC(=O)OCc1ccccc1C(F)(F)F)c1c(N)n(CCCC)c(=O)[nH]c1=O	-12.1	i	i	i	i	i	i	i	i	i	i
CCOC(=O)c1c(NC(=O)CSc2nnc(-c3ccc(Cl)cc3)o2)sc2c1CCC2	-11.4	i	i	i	i	i	i	i	i	i	i
Cc1nn2c3ccccc3nc2n(C)c1=O	-3.6	i	/	i	i	/	/	i	i	i	i
NS(=O)(=O)c1ccc(CCNc2cc(=O)n(Cc3ccc(F)cc3)c(=O)[nH]2)cc1	/	/	i	/	i	i	i	i	/	/	/
O=C(c1cc(COc2ccc(F)c(F)c2)on1)N1CCN(C2CCCCC2)C(=O)C1	-6.5	i	i	i	i	i	i	i	i	i	i
O=C(c1ccccc1[N+](=O)[O-])N1CCCC(C(=O)N2CCCCCC2)C1 (configuration not stated)	-3.7	i	i	i	i	i	i	i	i	i	i
CN(C)CCNC(=O)c1onc(CSc2ccc(F)cc2)c1C(=O)NCCN(C)C	-7.2	i	i	i	i	i	i	i	i	i	i
O=C(Nc1nc(-c2ccc3c(c2)OCCO3)cs1)c1ccco1	-8.7	i	i	i	i	i	i	i	i	i	i
CC(/C=N\NC(=O)c1cc(C)oc1C)=C\c1ccccc1	-6.1	i	i	i	i	i	i	i	i	i	i
Nc1nonc1-n1nnc(C(=O)N/N=C/c2ccccn2)c1CNc1ccccc1	-11.4	i	i	i	i	i	i	i	i	i	i
CC(C)CCN(C(=O)C1=COCCO1)c1c(N)n(Cc2ccccc2)c(=O)[nH]c1=O	-10.7	i	i	i	i	i	i	i	i	i	i
NC(=O)c1c(NC(=O)c2ccccc2Cl)sc2c1CCC2	-7.3	i	i	i	i	i	i	i	i	i	i
The list goes on.
SMILES	hERG protect	RGS4 pot	MrgX1 ag	KCNK9 inh	KCNK3 inh	TMEM16A inh	MrgX1 PAM	ANO1 activ	KCNQ1 pot	KCNQ1 block	RGS4 block
CCOC(=O)c1c(C)nc2sc3c(=O)n(-c4ccc(OC)cc4)nnc3c2c1-c1ccc(OC)cc1	-11.0	i	i	i	i	i	i	i	i	i	i
O=C(NCCCNC(=O)c1ccco1)c1ccco1	-7.6	i	i	i	i	i	i	i	i	i	i
O=C(NNC(=S)NC(=O)c1cn(-c2ccccc2)nc1-c1ccccc1)c1ccncc1	-5.7	i	i	i	i	i	i	-5.25*	i	6*	i
CCC(=O)N1CCCc2cc(S(=O)(=O)CCC(=O)Nc3ccccc3C)ccc21	-4.6	i	i	i	i	i	i	i	i	i	i
O=C(c1cccc(Cl)c1)N1CCC2(CC1)NCCc1[nH]cnc12	-4.6	i	i	i	i	i	i	i	i	i	i
Cc1nnc(SCC(=O)Nc2ncc3c(n2)CC(c2ccccc2)CC3=O)s1 (configuration not stated)	-7.9	i	i	i	i	i	i	i	i	i	i
O=C(c1ccc(Cl)cc1Cl)N1CCN(c2ccc(N3CCOCC3)nn2)CC1	-8.4	i	i	i	i	i	i	i	i	i	i
CCOC(=O)N1CCC(NC(=O)CSc2cc(=O)n(CC)c3ccccc23)CC1	-7.6	i	i	-7.06*	i	i	i	i	i	i	i
CCCCNC(=O)c1onc(CSc2cccc(C)c2)c1C(=O)O	-6.8	i	i	i	i	i	i	i	i	i	i
O=C(c1ccco1)N1CCN(C(=O)c2cnn3c2NC(c2cccs2)CC3C(F)(F)F)CC1 (configuration not stated)	1.2	i	i	i	i	i	i	i	i	i	i
O=C(OCc1ccc(Br)cc1F)c1cc2ccccc2oc1=O	-8.8	i	i	i	i	i	i	i	i	i	i
COC(=O)c1ccc(CNC(=O)COC(=O)CCC2CCCC2)cc1	-3.0	i	i	i	i	i	i	i	i	i	i
O=C(CSCc1ccc(Cl)cc1)N/N=C/c1ccccc1	-9.8	i	i	i	i	i	i	i	i	i	i
COc1cccc(C(=O)CSc2nnc(CNS(C)(=O)=O)n2-c2ccc(C)cc2)c1	-7.2	i	/	i	i	/	/	i	i	i	i
C=CCn1c2ccccc2c2nnc(SCc3[nH]c(=O)[nH]c3C(=O)CCCCC(=O)OCC)nc21	-8.3	i	i	i	i	i	i	i	i	i	i
CCN(CC)CCn1c(=N)n(CC(O)c2ccc(OC)c(OC)c2)c2ccccc21 (configuration not stated)	-9.1	i	i	i	i	i	i	i	i	i	i
